Screens from PubChem BioAssay.
KDM5B inhibitor = Primary screen for KDM5B Histone Demethylases FDH-coupled qHTS; 2.6% of 220,000 active; Lysine-specific demethylase 5B (Homo sapiens), Q9UGL1; Potency, µM (series often up to 57.7 µM), inactives show top-dose activity change, negative = inhibition, actives largely listed as inhibitors; KDM5B demethylase, FDH-coupled NADH fluorescence (FDH is formaldehyde dehydrogenase); AID 1347165, 2019; active = well fitted inhibition curve with a large enough effect; inconclusive = small, poorly fitted or top-dose-only effect; inactive = no such curve, though single readings can be large or run the other way; note: 0% is about no effect; nearly all actives have a fitted effect of over 70% in size
Target sequence (Q9UGL1 whole entry, looked up): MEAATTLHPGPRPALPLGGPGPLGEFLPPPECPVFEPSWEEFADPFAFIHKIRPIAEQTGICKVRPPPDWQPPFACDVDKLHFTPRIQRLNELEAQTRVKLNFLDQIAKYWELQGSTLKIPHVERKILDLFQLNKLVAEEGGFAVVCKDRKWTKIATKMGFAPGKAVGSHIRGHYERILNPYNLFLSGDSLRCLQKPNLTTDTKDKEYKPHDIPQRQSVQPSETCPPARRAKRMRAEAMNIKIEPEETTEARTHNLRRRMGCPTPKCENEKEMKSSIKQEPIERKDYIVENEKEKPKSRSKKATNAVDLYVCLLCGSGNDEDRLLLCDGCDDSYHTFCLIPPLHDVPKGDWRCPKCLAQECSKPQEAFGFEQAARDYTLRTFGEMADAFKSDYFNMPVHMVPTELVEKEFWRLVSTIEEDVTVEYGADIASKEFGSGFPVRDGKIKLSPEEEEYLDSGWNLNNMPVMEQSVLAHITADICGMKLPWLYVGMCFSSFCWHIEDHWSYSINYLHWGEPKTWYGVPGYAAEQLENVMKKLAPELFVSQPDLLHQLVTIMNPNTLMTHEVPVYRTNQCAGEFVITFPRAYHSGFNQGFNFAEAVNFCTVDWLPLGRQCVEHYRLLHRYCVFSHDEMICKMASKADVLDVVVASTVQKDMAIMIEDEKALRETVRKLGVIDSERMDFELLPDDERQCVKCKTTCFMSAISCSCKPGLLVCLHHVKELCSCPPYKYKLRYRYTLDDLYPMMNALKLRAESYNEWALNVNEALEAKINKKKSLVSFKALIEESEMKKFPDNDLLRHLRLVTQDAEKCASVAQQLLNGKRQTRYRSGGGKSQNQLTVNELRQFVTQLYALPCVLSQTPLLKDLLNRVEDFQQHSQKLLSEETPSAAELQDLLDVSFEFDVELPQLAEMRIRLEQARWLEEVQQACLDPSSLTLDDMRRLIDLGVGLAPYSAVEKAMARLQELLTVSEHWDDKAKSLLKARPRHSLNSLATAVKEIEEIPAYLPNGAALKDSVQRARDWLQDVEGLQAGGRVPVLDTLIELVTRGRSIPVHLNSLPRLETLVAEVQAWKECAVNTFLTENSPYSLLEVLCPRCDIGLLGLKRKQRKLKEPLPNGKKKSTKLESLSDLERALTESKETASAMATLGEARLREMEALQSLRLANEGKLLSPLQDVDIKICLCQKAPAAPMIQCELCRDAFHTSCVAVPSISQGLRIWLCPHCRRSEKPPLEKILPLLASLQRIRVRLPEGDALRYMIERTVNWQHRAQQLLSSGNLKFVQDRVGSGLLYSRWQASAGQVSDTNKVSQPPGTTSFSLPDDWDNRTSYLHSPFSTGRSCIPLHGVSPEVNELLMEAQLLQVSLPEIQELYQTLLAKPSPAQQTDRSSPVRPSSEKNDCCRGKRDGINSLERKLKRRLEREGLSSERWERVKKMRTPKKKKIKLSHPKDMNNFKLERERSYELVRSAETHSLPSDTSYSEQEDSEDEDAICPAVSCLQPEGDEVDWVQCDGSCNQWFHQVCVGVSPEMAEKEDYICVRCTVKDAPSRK
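Compound dilutions met 200 nM (final) KDM5BΔAP for 10 min at room temperature before substrate addition. The substrate mix held 12.5 µM H3K4me3 with cofactors 25 µM α-ketoglutarate and 50 µM Fe²⁺. NADH signal gain over 30 min defined activity.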
An asterisk follows results filed as active; ? = inconclusive; & = joins results of further samples; [ ] = remark or other dose. Potency is the fitted concentration of half-maximal effect.

Compound	KDM5B inhibitor
Cc1ccc(C)c(C(=O)NCc2nnc3cc(-c4nc(C5CC5)no4)ccn23)c1	14µM*
Cc1ccc(NC(=O)Cn2c(C)cc3nc4n(c(=O)c32)CCC4)cc1	-14%
O=C1c2ccccc2C(=O)c2c(Nc3ccc(CCO)cc3)ccc(O)c21	-3%
CC(=O)Nc1ccc(NC2=CC(=O)c3ccccc3C2=O)cc1	-14%
OC[C@@H]1CN(Cc2ccc(F)cc2)C[C@H]1c1nc(-c2ccncc2)no1	25%
CCOC(=O)C1CCN(C(=O)CN2c3ccc(CC)cc3-c3ccccc3S2(=O)=O)CC1	11%&-21%
CC(C)NC(=O)N1CCNc2cnc(Nc3cccc(C(F)(F)F)c3)nc2C1	?
CCCn1ncc(C(=O)NCC2(O)CCCNC2)c1C (centres undefined)	-6%
CCc1ccc(C2CC(=O)c3c([nH]c(C(=O)OC4CCC(C)CC4)c3C)C2)cc1 (centres undefined)	-10%
O=C(/C=C\c1ccc2c(c1)OCO2)NC1CC(=O)N(c2ccc(Cl)cc2)C1 (centres undefined)	?

(list continues)
Compound	KDM5B inhibitor
Cc1ccccc1-c1nnn(CCC(=O)Nc2sc3c(c2C#N)CCCC3)n1	-3%
COc1ccc(N2CCN(C(=O)C3CCCN(S(=O)(=O)c4ccc5c(c4)oc(=O)n5C)C3)CC2)cc1 (centres undefined)	7%
CCN1CCN(c2nc(Nc3ccccc3)c3cnn(-c4ccccc4)c3n2)CC1	-18%
O=C(NCC1CCCO1)Nc1cccc(-c2nnc3n2CCCC3)c1 (centres undefined)	40%[activator]
C=CCOc1cccc(NC(=O)C(C)Oc2ccccc2)c1 (centres undefined)	12%
COc1cc(NC(=O)Nc2cccc(-c3ccc(N4CCOCC4)nn3)c2)cc(OC)c1	?
CC(Nc1ncnc2c1cnn2-c1cccc(Cl)c1)c1ccccc1 (centres undefined)	?
O=C(Nc1cccc(S(=O)(=O)N2CCCCCC2)c1)c1cc(=O)c2ccccc2o1	-11%
CCc1cccc(-n2nnc(-c3nc(-c4ccc5c(c4)OCO5)no3)c2C)c1	-15%
Cc1csc(SCC(=O)Nc2nc3ccccc3s2)n1	1%

(more compounds)
Compound	KDM5B inhibitor
COCc1cc(=O)n(CC(=O)Nc2cccc(Br)c2)c(N2CCOCC2)n1	28µM*
CCN1CCCC1CNC(=O)CCNc1nc(Cl)nc2nc[nH]c12 (centres undefined)	0%
Cc1ccc(NC(=O)c2ccco2)c(NC(=O)c2cccs2)c1	12%
CCOc1ccc(S(=O)(=O)[C@H]2CS(=O)(=O)C[C@@H]2NCc2ccco2)cc1	17%
Brc1cccc(-c2nc3ccccc3o2)c1	16%
COc1ccc(C(=O)Nc2ccccc2C(=O)Nc2ccncc2)cc1	-4%
O=C1C(=O)c2ccccc2C(O)=C1c1ccccc1F	-34%
Cc1cc(NS(=O)(=O)c2ccc(NC(=O)COc3cc(C)c(Br)cc3C(C)C)cc2)no1	?
CC(C)c1nnc2sc(-c3c[nH]c4ccccc34)nn12	19%
COc1ccc(-c2noc(-c3nc(-c4ccc5c(c4)OCO5)no3)n2)cc1	4%

Additional structures follow:
Compound	KDM5B inhibitor
COCCNC(=O)Cn1cc(S(=O)(=O)Cc2ccccc2F)c2ccccc21	-2%
COc1cccc(OCC(=O)c2ccc3c(c2)N(CCCC(=O)NCC2CCCO2)C(=O)CO3)c1 (centres undefined)	12%
CC(=O)NC[C@@H]1C=C(C)[C@H](Cc2nnc(-c3cncn3C)o2)C[C@H]1C(C)C	-27%[86.2 µM]
O=C1CC(c2cccc(Cl)c2)Cc2nc3nc(C(F)(F)F)nn3cc21 (centres undefined)	0%
Cc1ccccc1OCC(=O)Nc1cccn2nc(-c3cccnc3)nc12	?
Cc1ccc(CSc2c(C)cnc3c2c(=O)n(C)c(=O)n3C)cc1	1%
CC(C)CN(CC1CN(C(=O)c2ccc(Cl)c(Cl)c2)CCO1)C(=O)c1cccc(F)c1 (centres undefined)	13%
CCc1nn(-c2ccccc2)c(Oc2ccccc2OC)c1CCC(=O)NCC1CC1	-4%
COc1ccc(CNC(=O)c2ccc3c(c2)N(Cc2ccccc2)C(=O)c2ccccc2S3(=O)=O)cc1	?
CCCCn1c(=O)n(CC(O)COc2ccc(OCC)cc2)c(=O)c2c1ncn2CCOC (centres undefined)	18%

An excerpt of these results, with the structure last.
KDM5B inhibitor	structure
12%	COc1cccc(OCC(=O)c2ccc3c(c2)N(CCCC(=O)NCC2CCCO2)C(=O)CO3)c1 (centres undefined)
-27%[86.2 µM]	CC(=O)NC[C@@H]1C=C(C)[C@H](Cc2nnc(-c3cncn3C)o2)C[C@H]1C(C)C
0%	O=C1CC(c2cccc(Cl)c2)Cc2nc3nc(C(F)(F)F)nn3cc21 (centres undefined)
?	Cc1ccccc1OCC(=O)Nc1cccn2nc(-c3cccnc3)nc12
1%	Cc1ccc(CSc2c(C)cnc3c2c(=O)n(C)c(=O)n3C)cc1
13%	CC(C)CN(CC1CN(C(=O)c2ccc(Cl)c(Cl)c2)CCO1)C(=O)c1cccc(F)c1 (centres undefined)

(continued)
Compound	KDM5B inhibitor
Cc1cccc(-n2c(C)cc(C(=O)C(=O)Nc3ccccc3F)c2C)c1C	-23%
NS(=O)(=O)c1ccc(NC(=O)CN(Cc2ccc3c(c2)OCO3)C2CCCC2)cc1	-20%
CN(CCOC(=O)c1ccccc1Br)C(C)(C)C	0%
CCCC(C)NC(=O)CSc1nc2ccccc2o1 (centres undefined)	24%
O=C(CC(=O)Nc1ccccc1F)Nc1ccc2nc3n(c(=O)c2c1)CCCCC3	-21%
Cc1cccc(-n2nc(C)c(C(=O)N3CCc4ccccc4C3)c2-n2cccc2)c1	-27%
CS(=O)(=O)c1ccccc1C(=O)Nc1ccc(-c2ccccc2)cc1	3%
CCCCCC(=O)N[C@H]1C[C@@H](Cc2cc(COC(=O)CCCCC)on2)C1(C)C	-5%[86.2 µM]
CCOc1ccc(OCC)c(NC(=O)C2CCN(S(=O)(=O)c3c(C)noc3/C=C/c3ccccc3F)CC2)c1	4%
CC(C)(C)C(=O)COc1ccc(S(C)(=O)=O)cc1	-3%

Carrying on.
Compound	KDM5B inhibitor
COCCN1CCC(N2CCN(C(=O)c3cccc(Cl)c3)CC2)C1=O (centres undefined)	26%
CC(C)c1ccc(/C=C(\NC(=O)c2ccccc2)C(=O)NCCCN2CCOCC2)cc1	-16%
COc1ccc(CN2CCc3nc(C(=O)Nc4ccc(Cl)cc4)oc3CC2)cc1OC	?
CCN(CC)S(=O)(=O)c1ccc2c(c1)nc(SCC(=O)Nc1ccc(OC)cc1)n2CC	-8%
CO[C@H]1C(=O)N(C2CCN(C(=O)c3cnccc3C)CC2)[C@H]1c1ccncc1	-2%
O=C(Nc1nc2c(F)cccc2s1)c1ccc(S(=O)(=O)N2CCOCC2)cc1	?
COc1ccc(-n2cc(-c3ccccc3)c3c(Nc4ccc(OC)c(OC)c4)ncnc32)cc1	-4%
COc1ccc(Nc2cc(C(=O)NCc3ccccc3)c3ccccc3n2)c(OC)c1	-24%
CCN(CC(=O)Nc1ccc2c(c1)OCCO2)C(=O)c1ccccc1Br	6%
CC(=O)Nc1ccc(C2(C(=O)NCc3ccc(C)o3)CCC2)cc1	6%

Additional entries.
Compound	KDM5B inhibitor
Cc1nc(C)c(CCNS(=O)(=O)c2ccc(C)c(C)c2)s1	-17%
Cn1ncc(C(=O)N2CCN(c3ccccc3F)CC2)c1C1CCN(C(=O)OC(C)(C)C)CC1	-3%
CC(C)CCN1CCn2c(nnc2-c2cccnc2)C1	12%[86.2 µM]
Cc1cccc(NC(=O)COC(=O)c2nn(C)c(=O)c3ccccc23)c1C	17%
COC(=O)c1cccc(NC(=O)CSc2nnc(C3CC3)n2C)c1	21%
O=C(Cn1cc(S(=O)(=O)Cc2cccc(Cl)c2)c2ccccc21)NCCc1ccccc1	-4%
O=C(NNC(=O)c1cc(Cl)ccc1O)c1cccs1	?
COc1ccc(Oc2nc3c(C)cccn3c(=O)c2/C=C(\C#N)c2nc3ccccc3[nH]2)cc1	?
COc1ccc(C2=C(C)C(N3CCC(C(=O)Nc4ccc(F)cc4C)CC3)=NS2(=O)=O)cc1	9%
COc1ccc(NC(=O)c2oc3ccccc3c2NC(=O)C23CC4CC(CC(C4)C2)C3)c(OC)c1	-27%

Carrying on:
Compound	KDM5B inhibitor
COc1ccc(NC(=O)c2csnn2)cc1Cl	-15%
CCOc1ccc(NC(=O)c2sc3nc4c(cc3c2N)CN(Cc2ccccc2)CC4)cc1	16%
COCCNC(=O)c1cc(C2CC2)nc2c1c(C1CCNCC1)nn2C	?
COCCNC(=O)c1cccc(-n2c(C)nc3cccnc32)c1	-8%
O=C1c2c(-c3nc(-c4ccsc4)no3)nnn2CCN1Cc1ccccc1F	7%
CC(C)CCNC(=O)Nc1ccc2c(c1)N(Cc1ccccc1)C(=O)c1ccccc1S2	-8%
O=C(c1ccccc1)N1CCC(c2nc(C3CCOCC3)no2)C1 (centres undefined)	?
CCOC(=O)c1c(S(=O)(=O)N2CCCC(C(=O)Nc3ccc(C)cc3C)C2)c(C)n(CC)c1C (centres undefined)	4%
Cc1ccc(CN2CCN(C3CCN(C(=O)Nc4ccccc4C(F)(F)F)CC3)C(=O)C2=O)cc1	?
O=C(NCc1ccccc1F)c1ccc2c(c1)CN(C1CCSCC1)CCO2	7%

Further entries
Compound	KDM5B inhibitor
O=C(NCC1CC1)c1cc(C2CC2)nc2onc(C3CCCN3)c12 (centres undefined)	89µM*
Cc1c(CC(=O)O)c(=O)oc2cc3occ(-c4ccc(F)cc4)c3cc12	141%[activator]
O=c1c(S(=O)(=O)c2ccccc2)cn(Cc2cccc(F)c2)c2cc(N3CCCC3)c(F)cc12	-14%
CCCS(=O)(=O)N1CCC(Cc2nc(-c3ccncc3)n[nH]2)C1 (centres undefined)	19%
COc1ccc(N2CCN(C(=O)c3cc4c(=O)n(Cc5ccccc5)ccc4nc3C)CC2)cc1	?
Nc1nccnc1C(=O)NCCNc1ncc(C(F)(F)F)cc1Cl	?
CCN1CCC(c2nc3ccc(F)cc3c(=O)[nH]2)CC1	10%[86.2 µM]
O=C(Nc1cnn(Cc2ccc(Cl)cc2)c1)c1cccs1	27%
CCOC(=O)c1ccc2c(c1)N(Cc1ccc(F)cc1Cl)C(=O)c1ccccc1S2	-7%
O=C(Cc1c[nH]c2ccccc12)N1CCC(c2nc(C3CC3)n[nH]2)CC1	-7%

More compounds:
Compound	KDM5B inhibitor
O=C(C1CCC1)N(C1CCCCC1)C1CCCCC1	-7%
O=C1NCc2ccccc2CC12CCCN2Cc1ccc(Cl)s1 (centres undefined)	9%[149 µM]
CCOC(=O)c1oc2cc(C)cc(C)c2c1C	-23%
O=C(C(c1ccccc1)N1CCN(C2CCS(=O)(=O)C2)CC1)N1CCOCC1 (centres undefined)	18%
CCc1cccc2c(C(=O)C(=O)Nc3cccc(Cl)c3)c[nH]c12	-11%
O=C1NCc2ccccc2CC12CCCN2C/C=C/c1ccccc1 (centres undefined)	11%[149 µM]
N#Cc1ccc(NC(=O)Cn2nc3c(N4CCCC4)nc4ccccc4n3c2=O)cc1	3%
COc1ccc(OC)c(CN2CCN(c3cccc(C)c3C)CC2)c1	?
COc1cc(OC)cc(C(=O)N2CCC3(CC2)NC(=O)N(Cc2ccc(F)cc2)C3=O)c1	-3%
COC(=O)[C@@H]1Cc2ncn(C)c2CN1S(=O)(=O)c1cccc(C(F)(F)F)c1	?

Quoted from the listing:
Under KDM5B inhibitor, CCOC(=O)c1oc2cc(C)cc(C)c2c1C is entered as -23%
Under KDM5B inhibitor, COc1cc(OC)cc(C(=O)N2CCC3(CC2)NC(=O)N(Cc2ccc(F)cc2)C3=O)c1 is entered as -3%
Under KDM5B inhibitor, O=C(C(c1ccccc1)N1CCN(C2CCS(=O)(=O)C2)CC1)N1CCOCC1 (centres undefined) is entered as 18%
Under KDM5B inhibitor, CCc1cccc2c(C(=O)C(=O)Nc3cccc(Cl)c3)c[nH]c12 is entered as -11%
Under KDM5B inhibitor, N#Cc1ccc(NC(=O)Cn2nc3c(N4CCCC4)nc4ccccc4n3c2=O)cc1 is entered as 3%

The results go on:
Compound	KDM5B inhibitor
O=C(c1ccccc1F)N1CCC[C@H]1c1nc(-c2ccccc2)no1	-15%
O=C(O)c1cccc2c1CCN2C(=O)Nc1ccc(F)cc1	-18%
Nc1nc(COc2ccccc2C(=O)NCc2ccccc2)nc(Nc2ccccc2)n1	2%
Cn1cccc1C(=O)N1CCC(n2cc(-c3nc(C4CC4)no3)nn2)C1 (centres undefined)	-4%
Cc1ccc(N2CC(C(=O)Nc3c(NC4CCCC4)c4ccccc4oc3=O)CC2=O)cc1 (centres undefined)	18%
COc1ccc(NC(=O)C/C(C)=N/NC(=O)CCc2ccccc2)c(OC)c1	14%
Cc1ccc(-c2n[nH]c(=O)c3ccccc23)cc1S(=O)(=O)N(C)CCO	13%
O=C(CCC[C@@H]1[C@H]2CCCN3CCC[C@@H](CN1Cc1cccnc1)[C@@H]23)Nc1cccnc1	?
COc1cc(NC(=O)CSc2c3c(nc4ccccc24)CCC3)cc(OC)c1OC	?
CC(=O)Nc1cccc(NC(=O)CSc2nc(=O)[nH]c3c2CCC3)c1	2%

(further entries)
Compound	KDM5B inhibitor
CCN1CCNC(=O)C1CC(=O)N1CCn2nc(Cc3ccccc3)cc2C1 (centres undefined)	?
O=C(CCc1nnn2c1CNCC2)NC1CC1	?
C[C@@H](NC(=O)c1ccccc1)c1onc(-c2ccc(F)cc2)c1C(=O)O	-14%[86.2 µM]
COc1ccc(NC(=O)c2cnc3ccccc3n2)c(OC)c1	-12%
Cc1cccc(NC(=O)Cn2nc(-c3ccccc3)c3cnc4ccccc4c32)c1	-7%
CC(C)c1noc(CCCC(=O)Nc2cccc(OC3CCCC3)c2)n1	-17%

The list is partial; count on the stated rates, not on these rows.
